Screening data from PubChem.
S1P3 antagonist = S1P3 receptor antagonists, primary screen, cell-based; CHO S1P3 NFAT-BLA reporter, FRET fluorescence, antagonist mode; inhibition, % at 4.98 µM; Sphingosine 1-phosphate receptor 3 (Homo sapiens), Q99500; actives 0.27% (n = 170,000);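 active = inhibition above the plate cutoff, the mean inhibition of test wells on that plate plus 3 SD, cut at about 28% in these data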;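 note: cells challenged with S1P at its EC80 of 0.8 µM; blue over green emission ratio from cleaved BLA substrate after 4 h stimulation; 0% = S1P-stimulated wells and 100% = unstimulated DMSO-only wells; some compounds past the cut are filed as inactive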
Diaphorase inh = diaphorase inhibitors and chemical oxidizers, primary screen, counter-screen for diaphorase-coupled primary assays, biochemical, uHTS, resorufin fluorescence; inhibition, % at 20 µM; diaphorase resazurin-to-resorufin fluorescence, NADH, 16 min; bacterial (C. kluyveri) enzyme, not human; actives 0.69% (n = 190,000);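 active = primary screen inhibition at 20 µM above a set limit, cut at about 50% in these data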;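 note: plate controls were DMSO with full reaction for no effect and wells lacking NADH for full effect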
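System: Diaphorase enzyme from Clostridium kluyveri | Amount: Enzyme working solution with 0.14 U/mL diaphorase | Benchmarks: No-NADH positive control and DMSO neutral control | Signal: Fluorescence of resorufin formed from resazurin, Ex 544/Em 590 nm | Schedule: 16-min room-temperature incubation before reading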
PMI activator = activators of human PMI, primary screen, biochemical, fluorescence intensity, near-Km mannose 6-phosphate; purified human PMI, coupled resazurin fluorescence, 20 min; stronger effect = higher value; 1 = vehicle control, 0 substrate-free wells; activation factor at 20 µM; actives 0.005% (n = 190,000); AID 1214, 2008;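 active = activation factor of 2 or more at 20 µM, relative to plate controls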
G6PDH counter = L. mesenteroides G6PDH inhibitors, counter-screen for G6PDH-coupled screening assays, biochemical, Leuconostoc mesenteroides enzyme | glucose-6-phosphate dehydrogenase [Leuconostoc mesenteroides] | Purified L. mesenteroides G6PDH, diaphorase/resazurin coupled fluorescence, 45 min | inhibition, % at 5 µM | actives 0.12% (n = 200,000) | AID 1020, 2008
TLR4 MyD88 comp = inhibitors of TLR4-MyD88 association in cells, primary screen, cell-based, HeLa CL3-4, BLA complementation, FRET ratio | Toll-like receptor 4 (Homo sapiens) + Myeloid differentiation primary response protein … | HeLa CL3-4 TLR4/MyD88 BLA complementation | inhibition, % at 8.4 µM | actives 0.18% (n = 200,000) | AID 861, 2007; in the data active = inhibition above about 25%;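 note: 0% = vehicle and 100% = reference inhibitor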
Target sequence (O00206 whole entry, looked up): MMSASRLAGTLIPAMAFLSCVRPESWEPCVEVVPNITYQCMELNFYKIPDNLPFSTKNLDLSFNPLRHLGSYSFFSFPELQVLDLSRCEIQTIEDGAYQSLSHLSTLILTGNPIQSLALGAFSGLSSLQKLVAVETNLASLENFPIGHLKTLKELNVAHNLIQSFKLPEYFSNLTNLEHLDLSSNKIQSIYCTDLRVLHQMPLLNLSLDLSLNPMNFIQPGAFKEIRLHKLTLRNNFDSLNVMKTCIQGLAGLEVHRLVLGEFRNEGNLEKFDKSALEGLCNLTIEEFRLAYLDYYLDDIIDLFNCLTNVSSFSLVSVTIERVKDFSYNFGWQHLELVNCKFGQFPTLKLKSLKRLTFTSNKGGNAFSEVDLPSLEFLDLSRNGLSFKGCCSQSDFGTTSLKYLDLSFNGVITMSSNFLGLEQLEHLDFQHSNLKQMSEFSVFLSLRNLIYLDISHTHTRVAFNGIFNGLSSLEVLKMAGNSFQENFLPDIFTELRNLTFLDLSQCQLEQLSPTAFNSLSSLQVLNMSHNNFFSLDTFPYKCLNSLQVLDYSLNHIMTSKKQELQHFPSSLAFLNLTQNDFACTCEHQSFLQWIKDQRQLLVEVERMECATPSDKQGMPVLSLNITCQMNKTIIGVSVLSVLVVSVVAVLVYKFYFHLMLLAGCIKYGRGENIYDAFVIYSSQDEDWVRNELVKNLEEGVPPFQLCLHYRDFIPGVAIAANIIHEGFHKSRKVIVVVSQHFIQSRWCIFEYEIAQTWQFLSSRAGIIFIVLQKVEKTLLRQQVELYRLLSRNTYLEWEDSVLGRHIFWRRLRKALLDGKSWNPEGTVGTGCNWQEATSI
Target sequence (Q99836 whole entry, looked up): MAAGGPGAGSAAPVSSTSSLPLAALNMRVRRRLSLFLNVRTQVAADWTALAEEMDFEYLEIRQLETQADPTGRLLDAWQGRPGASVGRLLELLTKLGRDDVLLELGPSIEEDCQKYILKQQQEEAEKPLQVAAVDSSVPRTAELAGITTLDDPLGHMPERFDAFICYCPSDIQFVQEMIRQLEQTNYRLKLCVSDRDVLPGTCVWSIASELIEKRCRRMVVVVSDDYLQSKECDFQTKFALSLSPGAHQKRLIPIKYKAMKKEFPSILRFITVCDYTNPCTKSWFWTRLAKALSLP
RAM inhibit = inhibitors of the yeast RAM network, primary screen, dse1pr::URA3 reporter, 5-FOA selection | inhibition, % at 50 µM | actives 1.8% (n = 190,000) | S. cerevisiae dse1pr::URA3 reporter, 5-FOA growth OD615, 2 d; analog-sensitive cbk1-as2 kinase mutant strain;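 active = inhibition above a set limit, 3 SD over mean compound inhibition, cut at about 8.4% in these data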;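 note: 0% = DMSO-only wells with no growth and 100% = 10 µM 1-NA-PP1 full growth; inhibition rescues growth on 5-FOA so higher OD means more RAM inhibition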
Diaphorase act = compounds boosting diaphorase resazurin reduction – biochemical, uHTS, resorufin fluorescence, counter-screen for diaphorase-coupled primary assays, primary screen; Diaphorase/resazurin coupled assay, 16 min; stronger effect = higher value; 1 = vehicle wells, 0 = NADH-free wells; activation factor at 20 µM; actives 0.005% (n = 190,000);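 active = diaphorase activity raised at least twofold by the compound at 20 µM; inactive = activation factor below 2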
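Material: bacterial diaphorase enzyme (C. kluyveri); amount: enzyme 0.07 U/mL final; reagent: NADH substrate 0.114 mM plus resazurin dye 0.1 mM, final; doses: single compound dose of 20 µM, 1% DMSO final; timing: 16 min enzyme reaction, ambient temperature; measured by: fluorescence of resorufin, 544 nm excitation, 590 nm emission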
PMI act satM6P = human PMI activators, high substrate, primary screen, biochemical, fluorescence intensity, near-saturating mannose 6-phosphate | coupled PMI enzyme assay, resazurin fluorescence, 20 min; stronger effect = higher value; 1 = untreated enzyme, 0 = substrate-free blank | activation factor at 20 µM | actives 0.34% (n = 190,000);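 active = activation factor of 2 or more at 20 µM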
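Test system – human PMI in coupled enzyme assay · Timing – 20 min incubation at room temperature · Detection – Diaphorase-driven resazurin-to-resorufin fluorescence, excitation 544, emission 590 nm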
Redox H2O2 prof = compounds producing H2O2 with reducing agent – biochemical, NIH compound library profiling, artefact control for MLSCN library redox annotation, primary screen. actives 0.03% (n = 200,000). AID 878, 2007. DTT-dependent redox cycling H2O2, phenol red/HRP absorbance; 100% = 100 µM peroxide control, 0% = buffer. activation, % at 10 µM;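 active = activation of at least 50% relative to the plate's high and low controls in the primary single-dose screen; inactive = activation below 50%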;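 note: compound incubated with DTT at 0.8 mM final as the reducing agent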
Hsp70 act = Hsp70 transcriptional activators, primary screen, cell-based, HeLa, Hsp70 promoter luciferase, luminescence, 10 µM; HeLa Hsp70 promoter luciferase reporter; scaled: vehicle 0, proteasome-inhibitor control 100%; activation, % at 10 µM; actives 0.04% (n = 200,000); AID 1203, 2008;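 active = activation above the mean across all tested compounds plus 3 SD, cutoff set per campaign, cut at about 5.5% in these data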;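 note: 100% = MG132 at 30 µM as the positive control and 0% = DMSO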
L major viab = Leishmania major promastigote growth inhibition, primary screen | Leishmania major promastigotes, resazurin fluorescence viability | inhibition, % at 10 µM | actives 9% (n = 200,000) | AID 1063, 2008;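 note: promastigotes grown with compound for 44 hours at 28 °C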
* = called active by the depositor; x = not tested or not shown; & = joins results of further samples. Cut-off read from the data, not from the text of the source, unless noted: active = inhibition above about 50%; inactive = the rest.

SMILES	S1P3 antagonist	Diaphorase inh	PMI activator	G6PDH counter	TLR4 MyD88 comp	RAM inhibit	Diaphorase act	PMI act satM6P	Redox H2O2 prof	Hsp70 act	L major viab
Cc1ccc(-n2c(C)nnc2SCC(=O)NNC(=O)c2ccco2)cc1	-3	-10	1.1	2	-11	2.2	1.1	1.1	-0.2	-0.2	-12
C=CCC1(O)C(=O)N2C(=C1C(=O)N1CCOCC1)c1ccccc1CC2(C)C (stereo unspecified)	x	9	1	-1	-18	1.1	0.9	1	0.9	-0.1	-1
CCOc1ccc2[nH]c(=O)c(CN(Cc3ccccc3)C(=O)N3CCCC3)cc2c1	-4	3	0.9	-27	8	1.6	1	0.9	2.2	-0.1	18
CC(C)=CCN1CCN(Cc2c(C)nn(C)c2Cl)CC1CCO (stereo unspecified)	-23	x	x	4	-7	1.4	x	x	-0.6	-0.1	-9
Cc1cc(C(=O)NCc2nc(-c3ccccc3)no2)ccc1[N+](=O)[O-]	-14	7	1	1	8	1.2	0.9	1	-1.1	-0.3	-4
CCOC1(OCC)N=C(N)C2(C#N)C(c3cccc(OC)c3OC)C12C#N (stereo unspecified)	-8	17	0.9	-3	-17	2.1	0.8	0.9	1.5	-0.4	-8
Cc1cccc(-n2ncc3c(NC(C)C)ncnc32)c1	0	7	1	-10	7	-0.7	0.9	0.9	-2.5	0.1	14
Cc1ccc(SCCc2ccc(C)nc2)cc1	-5	14	0.9	6	-13	0.4	0.9	1	-0.3	-0.1	4
CCOc1ccc(NC(=O)CCNc2c(N3CCCC3)c(=O)c2=O)cc1	-12	-5	1	12	2	1.0	1.1	1	-2.3	0.0	-8
O=C(Nn1c(-c2ccncc2)nc2ccccc2c1=O)c1ccc([N+](=O)[O-])cc1Cl	0	8	1.3	2	9	-0.5	0.9	1.2	-2.2	-0.4	-1
CCCNC(=S)NC1CC2CCCC(C1)N2CC(C)C (stereo unspecified)	x	16	0.9	38	0	0.1	0.8	0.9	1.5	-0.2	1
CCN(CC)S(=O)(=O)c1cccc(C(=O)NCC(=O)OCC(=O)NCc2ccccc2)c1	-2	0	1	4	-12	-0.1	1	1.1	-0.1	-0.3	-6
NC(=O)c1c(N)sc2c1CCCCC2	-14	17	0.8	8	5	0.4	0.8	0.9	-0.7	0.1	-2
Cc1ccc(NC(=O)c2ccc(CSc3ncnc4nc[nH]c34)cc2)c(C)c1	x	8	0.9	12	-5	1.6	0.9	0.9	-4.5	-0.2	8
CCn1nnnc1SCC(=O)NNC(=O)C1CCCCC1	x	8	1	22	-1	2.1	0.9	1	-0.3	-0.3	-4
O=C(CN1CCOCC1)NC1C2CC3CC(C2)CC1C3 (stereo unspecified)	-16	5	1	3	5	1.5	1	1	0.6	-0.1	0
COCCn1c(SCC(=O)NCCc2ccccc2)nnc1-c1ccco1	-36	10	1	13	1	0.9	0.9	1.1	1.2	-0.4	-4
CCc1nnc(NC(=O)c2ccc(-c3ccc([N+](=O)[O-])cc3Cl)o2)s1	2	24	0.9	2	2	-0.4	0.8	0.8	-0.8	-0.5	-4
Fc1ccc(-c2nc3c(-c4ccccc4)cnn3cc2CCN2CCOCC2)cc1	-5	2	0.9	9	-11	1.3	1	0.9	0.7	-0.2	22
N=c1c2c(-c3ccccc3)c(-c3ccccc3)n(Cc3ccco3)c2ncn1Cc1ccco1	40	-2	0.9	5	10	-0.7	1	0.9	1.5	-0.3	100*
COc1ccccc1NC(=O)C(=O)N1N=C(C(C)C)CC1(O)C(F)(F)F (stereo unspecified)	x	13	1	2	5	2.1	0.9	1	2.1	-0.1	-8
C(=N\Nc1nc(N2CCCC2)nc(N2CCCC2)n1)/c1ccncc1	-29	-1	0.9	6	0	1.5	1	0.8	-1.1	0.0	10
CCOP(=O)(OCC)c1nc(-c2ccccc2)oc1NCc1ccccc1	4	5	1	8	-2	0.8	0.9	1	-0.2	-0.2	2
Nc1nnc(CC(=O)NCc2ccccc2)s1	0	8	1	8	8	0.1	0.9	0.9	1.9	0.1	-7
O=C(Nc1cccs1)Nc1ccccc1Br	18	15	1	7	-7	2.1	0.9	1.1	-1.2	0.0	-1
O=C1c2oc3ccccc3c(=O)c2C(c2cccc(Br)c2)N1Cc1ccco1 (stereo unspecified)	12	3	0.9	-4	-3	2.5	1	1	1.4	-0.6	-7
CCc1cccc(NC(=O)CCCSc2nc3ccccc3[nH]2)c1	10	21	0.9	-9	2	-0.1	0.8	1	-0.1	0.0	8
CCN1CCCC1CN(Cc1cc2ccc(C)c(C)c2[nH]c1=O)C(=O)Nc1ccccc1OC (stereo unspecified)	-1	2	0.9	4	-8	-0.8	1	0.9	2.5	0.1	42
CCSc1nnc(Cc2cc(=O)[nH]c(=O)[nH]2)n1-c1ccc(F)cc1	-28	13	1	-13	1	0.6	0.9	1	-2.6	-0.3	-8
CCOc1ccc(N2C(=O)C3C4C=CC(CC4)C3C2=O)c([N+](=O)[O-])c1 (stereo unspecified)	x	20	1	-1	-1	3.6	0.8	1	-8.2	-0.3	-8
Nc1cc(N)nc(SCC(=O)Nc2ccc3c(c2)OCCCO3)n1	1	10	0.9	6	3	1.3	0.9	0.8	2.0	-0.4	-13
O=c1oc(-c2ccccc2)nc2ccsc12	x	5	1	4	1	2.8	1	1.1	0.2	-0.3	-3
Cc1ccc(N(CC(O)Cn2c3ccccc3c3ccccc32)S(C)(=O)=O)cc1 (stereo unspecified)	x	28	0.9	4	14	4.0	0.7	0.9	0.3	0.4	41
CN(C(=O)c1ccncc1)C1CCS(=O)(=O)C1 (stereo unspecified)	6	8	1	3	7	0.3	0.9	1	-0.4	0.3	-4
O=C(O)c1cccc(N2C(=O)c3cccc(Oc4ccc(Cl)cc4)c3C2=O)c1	-18	11	1	-11	8	2.4	0.9	1.1	0.1	-0.3	-10
O=C(OCCN1CCOCC1)c1cccnc1	x	33&8	0.9&1.1	3&18	-3&-5	0.7&1.5	0.7&0.9	1&1.1	-0.3&0.2	-0.1&-0.2	-8&-1
CN(C)S(=O)(=O)c1ccc(-c2csnn2)s1	x	0	1.1	6	14	0.4	1	1.1	0.1	0.7	-6
OCc1cn(-c2ccc(Cl)cc2)nn1	-28	2	1	5	7	0.9	1	0.9	-0.4	0.1	-6
O=C(Nc1nncs1)C1COc2ccccc2O1 (stereo unspecified)	14	16	0.9	-3	23	1.9	0.8	0.9	0.5	0.4	-8
Cc1nc2ccccc2c(=O)n1NC(=O)/C=C/c1ccccc1Cl	-6	8	0.9	-6	4	5.3	0.9	1	0.1	-0.5	69*
CCN(CC)CCN(C(=O)c1ccc(S(=O)(=O)N2CCCCC2)cc1)c1nc2cc3c(cc2s1)OCO3	-16	10	1	2	4	-1.1	0.9	0.9	-0.7	-0.1	3
O=C(O)C1CC(=O)N(Cc2ccccc2)C1 (stereo unspecified)	-30	3	0.9	-12	-1	2.2	1	1	-3.2	1.1	-5
FC(F)(F)c1cccc(Oc2cc(C(F)(F)F)nc(-c3ccccn3)n2)c1	x	13	1.2	7	-3	3.3	0.9	1.1	1.7	-0.2	1
S=C(Nc1ccc2c(c1)OCO2)N1CCCC1	-14	3	0.9	11	-28	0.4	1	0.8	-0.5	-0.1	-4
Cc1ccc(C(=O)COC(=O)c2cnccn2)cc1[N+](=O)[O-]	-21	19	0.9	4	-4	-0.3	0.8	0.9	0.0	-0.3	-9
O=C(Cc1csc(-c2ccccc2)n1)Nc1ccc(C(F)(F)F)cc1	-2	15	1	6	-24	7.4	0.8	0.9	0.2	-0.1	87*
COc1ccc(NC(=S)N2CCCC(c3nc4ccc(C)cc4[nH]3)C2)cc1 (stereo unspecified)	-29	17	0.9	-1	-12	0.1	0.8	0.9	4.5	0.1	94*
COc1cc(/C=C2/SC(=S)N(CC(=O)Nc3cccnc3)C2=O)cc(OC)c1OC	-1	19	0.9	-20	-11	0.3	0.8	0.9	-0.3	-0.2	-4
COc1ccc(CCCC(=O)NC2CCCCC2)cc1	x	10	0.9	5	-12	1.3	0.9	1	-3.5	-0.2	-3
CSCCC(NC(=O)c1ccc([N+](=O)[O-])cc1Cl)C(=O)OCC(=O)N(C)C (stereo unspecified)	-25	18	0.8	0	-4	1.4	0.8	0.8	0.0	-0.1	1
CCCC(=O)n1nc(-c2ccccc2)nc1N	x	-11	1.1	3	-1	0.6	1.1	1	2.8	-0.1	-4
COC(=O)c1ccc(C(=O)OC)c(-n2c(=O)c3ccccc3c3ccccc3c2=O)c1	3	17	0.2	19	-9	-1.1	0.8	1	0.4	-0.2	-5
COc1ccc(-n2c(COc3ccc4ccccc4c3)nnc2SCC(=O)NCc2ccco2)cc1	x	19	0.8	3	1	6.9	0.8	0.9	0.0	-0.6	21
CCOc1ccccc1NC(=O)C1CCN(c2ccc(S(=O)(=O)N3CCCC3)cc2)CC1	-4	18	0.9	2	7	4.1	0.8	0.9	1.5	0.1	15
O=C(O)c1ccc2oc(SCC(=O)N3CCCCC3)nc2c1	-12	3	1	-15	10	-0.5	1	1	-1.6	0.1	0

Gathered by group, the entries above with bromine.
SMILES	S1P3 antagonist	Diaphorase inh	PMI activator	G6PDH counter	TLR4 MyD88 comp	RAM inhibit	Diaphorase act	PMI act satM6P	Redox H2O2 prof	Hsp70 act	L major viab
O=C(Nc1cccs1)Nc1ccccc1Br	18	15	1	7	-7	2.1	0.9	1.1	-1.2	0.0	-1
O=C1c2oc3ccccc3c(=O)c2C(c2cccc(Br)c2)N1Cc1ccco1 (stereo unspecified)	12	3	0.9	-4	-3	2.5	1	1	1.4	-0.6	-7
